Screens: PubChem, National Center for Advancing Translational Sciences (NCATS)
a7 integrin act – qHTS for Activators of Integrin-Mediated Alleviation for Muscular Dystrophy; AID 624291, 2012; alpha7betagal myoblasts, beta-gal FDG fluorescence, 48 h; Potency, µM (titrated, usually from 38.3 µM), without a hit: at the highest dose activation, most hits filed as activators; 0.064% of 350,000 active;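 further: potency means the concentration at half of the fitted maximal effect; 100% = response of the positive control SU9516; nearly all actives have a fitted effect of over 60% in size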
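Alpha7betagal+/- myoblasts (passage 13) were plated 16-24 hr, then exposed to compounds (1:260 dilution of DMSO stock) for 48 hours at 37C. After MPER lysis, β-galactosidase reporter activity was read as FDG fluorescence (ex 480/em 540) after 30 minutes.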
USP2a inh – qHTS Assay for Inhibitors of Ubiquitin-specific Protease USP2a Using CHOP2 as the Reporter; Ubiquitin carboxyl-terminal hydrolase 2 (Homo sapiens), O75604; USP2 core, Ub-CHOP2 coupled fluorogenic reporter, 485/531; Potency, µM (titrated, usually from 38.3 µM), without a hit: at the top dose activity change, negative = inhibition, hits mostly inhibitors; 0.01% of 330,000 active; AID 463254, 2010;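 further: potency means the concentration at half of the fitted maximal effect; plate controls were DMSO wells for no effect and full inhibition by NEM control for full effect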
Target sequence (O75604 whole entry, looked up): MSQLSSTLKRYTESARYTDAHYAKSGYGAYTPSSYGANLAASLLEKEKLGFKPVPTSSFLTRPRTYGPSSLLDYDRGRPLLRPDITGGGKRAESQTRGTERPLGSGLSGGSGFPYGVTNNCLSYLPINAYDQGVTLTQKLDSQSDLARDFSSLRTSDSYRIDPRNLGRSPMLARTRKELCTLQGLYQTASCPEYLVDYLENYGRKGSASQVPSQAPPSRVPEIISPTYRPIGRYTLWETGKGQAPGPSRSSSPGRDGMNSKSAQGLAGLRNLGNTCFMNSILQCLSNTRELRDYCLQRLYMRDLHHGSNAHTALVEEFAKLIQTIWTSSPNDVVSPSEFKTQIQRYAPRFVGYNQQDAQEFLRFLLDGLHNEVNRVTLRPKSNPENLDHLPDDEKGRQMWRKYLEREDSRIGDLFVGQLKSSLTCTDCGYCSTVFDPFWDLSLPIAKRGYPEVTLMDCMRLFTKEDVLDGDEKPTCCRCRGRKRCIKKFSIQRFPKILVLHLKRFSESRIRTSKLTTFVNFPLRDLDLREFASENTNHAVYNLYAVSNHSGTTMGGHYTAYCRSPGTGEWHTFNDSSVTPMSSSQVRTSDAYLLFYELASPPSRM
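Cell-free coupled assay: 10nM USP2 core preincubated 30min RT with compound in Tris-HCl pH 8.0/CaCl2/CHAPS buffer, then 25nM Ub-CHOP2 and 25nM reporter substrate; fluorescence (Ex 485/Em 531) read after 60min RT, normalized to NEM inhibition, concentration-response curves fitted.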
TRPV1 ag – HTS Assay for Compounds that Act as Agonists of the Vanilloid Receptor 1; Transient receptor potential cation channel subfamily V member 1 (Homo sapiens), Q8NER1; 0.19% of 320,000 active; TRPV1-expressing cells, Fluo-8 calcium influx, agonist mode; activation, % at 8.33 µM; in the data active means activation above about 80%; inconclusive means between about 30% and that limit; further: 0% is about no effect
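TRPV1-expressing cells were cultured overnight at 35.5C and loaded with Fluo-8 calcium dye for 40 to 90 min at room temperature. After a 10 s baseline, compound was added and calcium influx was read kinetically for 3 min (ex 480/em 520 nm).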
ASM inhibitor – Inhibitors of Secretory Acid Sphingomyelinase (S-ASM): qHTS. Sphingomyelin phosphodiesterase (Homo sapiens), P17405. placental ASM, HMU-PC fluorogenic substrate, 60 min. Potency, µM (series often up to 57.5 µM), for inactives: top-dose activity change, negative = inhibition, actives largely listed as inhibitors. 0.006% of 340,000 active. AID 504937, 2011; further: potency means the concentration at half of the fitted maximal effect
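Steps: dispense placental human ASM, pin compound, wait 10 min at room temperature, add HMU-PC0 substrate at 9 uM final, incubate 60 min at 37 °C, add stop solution raising pH to 10, read fluorescence.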
B2AR arrestin – qHTS assay of beta-arrestin-biased ligands of beta2-adrenergic receptor; Beta-2 adrenergic receptor (Homo sapiens), P07550; beta-arrestin recruitment to beta2AR, cell-based reporter; Potency, µM (doses to about 46.1 µM), inactives show top-dose activation, most hits filed as activators; 0.02% of 330,000 active; AID 492947, 2010;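 further: potency means the concentration at half of the fitted maximal effect; 0% = DMSO controls and full agonism = EC100 isoproterenol or metaproterenol; nearly all actives have a fitted effect of over 65% in size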
Eya2 phos inh – qHTS Assay for Inhibitors of the Phosphatase Activity of Eya2 | 0.006% of 330,000 active | Potency, µM (doses to about 76.9 µM), without a hit: top-dose activity, negative = inhibition, usual class: inhibitors | recombinant Eya2, OMFP fluorescence dephosphorylation (OMFP is methylfluorescein phosphate) | AID 488837, 2010 | Protein phosphatase EYA2 (Homo sapiens), O00167; further: potency means the concentration at half of the fitted maximal effect; on the % scale 0 is the no-effect control and ±100 the full control effect
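Eya2 protein (added as 0.2 uM solution) was preincubated with compound for 10 min at ambient temperature in 50 mM HEPES pH 7.5, 50 mM NaCl, 5 uM MgCl2, 0.05% BSA, 1 mM DTT. OMFP (added at 50 uM) then reacted 10 min; fluorescence read at 485/525 nm.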
ELG1 genotoxic – qHTS screen for small molecules that induce genotoxicity in human embryonic kidney (HEK293T) cells expressing luciferase-tagged ELG1; 1.3% of 330,000 active; Potency, µM (highest dose often 46 µM), inactives show top-dose activity change, positive = activation, most hits filed as activators; HEK293T ELG1-luciferase reporter, luminescence, 16 h; AID 504466, 2011; further: potency means the concentration at half of the fitted maximal effect; % of control where 0% means no effect; nearly all actives have a fitted effect of over 60% in size
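HEK293T cells expressing luciferase-tagged ELG1 were exposed to compound or DMSO vehicle for 16 hr at 37 °C and 5% CO2. Luciferase activity was then measured with ONE-Glo after 30 min at room temperature.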
PTAP TSG101 blk – qHTS Assay for Iinhibitors of HIV-1 Budding by Blocking the Interaction of PTAP/TSG101; Potency, µM (top dose mostly 115 µM), inactives show top-dose activity change, negative = inhibition, actives largely listed as inhibitors; Fluorescence polarization, FITC-PTAP peptide / Tsg101 binding; 340,000 tested, under 10 active; Tumor susceptibility gene 101 protein (Homo sapiens), Q99816; AID 493005, 2010; active means well fitted inhibition curve with a large enough effect in the main read-out, with a control signal flat, not every such curve was filed as active; inconclusive means small, poorly fitted or top-dose-only effect, or effect the other way, or a change in a side signal; inactive means no such curve, though single readings can be large or run the other way; further: potency means the concentration at half of the fitted maximal effect; % of control where 0% means no effect
Target sequence (Q99816 whole entry, looked up): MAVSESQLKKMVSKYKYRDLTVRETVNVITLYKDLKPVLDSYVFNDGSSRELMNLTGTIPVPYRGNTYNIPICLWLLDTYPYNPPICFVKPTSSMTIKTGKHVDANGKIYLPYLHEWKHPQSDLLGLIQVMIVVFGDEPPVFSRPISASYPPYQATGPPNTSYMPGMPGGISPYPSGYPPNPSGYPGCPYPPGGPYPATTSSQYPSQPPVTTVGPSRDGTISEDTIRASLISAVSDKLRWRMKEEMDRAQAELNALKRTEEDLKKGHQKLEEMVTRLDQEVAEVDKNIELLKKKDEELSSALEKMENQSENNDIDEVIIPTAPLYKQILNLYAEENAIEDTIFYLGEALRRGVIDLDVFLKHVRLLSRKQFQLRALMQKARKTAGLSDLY
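Steps: Tsg101 binding domain dispensed (10 uM final), compounds pinned in DMSO, FITC-labeled PTAP-motif peptide added (50 nM final); after 20 min binding at room temperature, polarization measured.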
uPA generation – qHTS for Inhibitors of Cell Surface uPA Generation | AID 540303, 2011 | Potency, µM (top dose mostly 38.3 µM), for inactives: at the highest dose activity change, negative = inhibition, usual class: inhibitors | cell surface uPA generation assay, qHTS | 0.31% of 330,000 active; active means well fitted inhibition curve with a large enough effect; inconclusive means small, poorly fitted or top-dose-only effect; inactive means no such curve, though single readings can be large or run the other way; tested in mouse RAW 264.7 cells; further: potency means the concentration at half of the fitted maximal effect; on the % scale 0 is the no-effect control and ±100 the full control effect; nearly all actives have a fitted effect of over 55% in size
p53 reactivation – qHTS assay for re-activators of p53 using a Luc reporter. H1299 p53-A138V BP100-luciferase reporter, luminescence, 24 h. Potency, µM (titrated, usually from 92.2 µM), inactives show at the highest dose activity change, positive = activation, hits mostly activators. 0.063% of 320,000 active. AID 504706, 2011; further: potency means the concentration at half of the fitted maximal effect; % of control where 0% means no effect; nearly all actives have a fitted effect of over 45% in size
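p53-null H1299 cells stably carrying temperature-sensitive p53-A138V and a BP100-luciferase reporter were pinned with compounds (4-point, 1:5 series) and held 24 hrs at 37 deg C. Luminescence was read 10 min after detection reagent.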
BRCA1 expr up – qHTS Assay to Identify Small Molecule Activators of BRCA1 Expression; 1.1% of 380,000 active; AID 624202, 2012; Potency, µM (doses to about 46.1 µM), without a hit: top-dose activation, most hits filed as activators; MCF7-BRCA1-FFLuc reporter, luminescence, 48 h; response scale: scaled: vehicle 0%, 10 µM genistein 100%; further: potency means the concentration at half of the fitted maximal effect; nearly all actives have a fitted effect of over 80% in size; some results filed as inactive show a strong effect at the top dose
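Using MCF7 cells harboring a BRCA1 firefly luciferase reporter, plated 2 h before compound pinning, the screen measured luminescence after 48 h incubation. Responses were normalized to DMSO and 10 microM genistein, then fitted for concentration-effect.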
Numbers without * were called inactive; ? = inconclusive; . = not tested or not shown; [ ] = another dose, or the depositor's remark. Unless noted, the call rests on the fitted dose curve; in most records, active means well fitted curve in the direction sought with a large enough effect; inconclusive means small, poorly fitted or top-dose-only effect, or another doubt; inactive means no such curve, though single readings can be large; an effect the other way counts as inactive or inconclusive.

Each structure is followed by: ELG1 genotoxic | ASM inhibitor | uPA generation | Eya2 phos inh | TRPV1 ag | a7 integrin act | PTAP TSG101 blk | p53 reactivation | USP2a inh | BRCA1 expr up | B2AR arrestin
COc1ccc(NC(=O)c2oc3ccccc3c2NC(=O)COc2ccccc2OC)c(OC)c1
    12% | 65%[activator] | . | 6% | -1 | 6% | -2% | -10% | 5% | -29% | -1.0%
Cc1ccc(NC(=O)COC(=O)C2CCC2)cc1S(=O)(=O)N1CCOCC1
    3% | 1% | -5% | 5% | . | 1% | 0% | -1% | -1% | -32% | 0.4%
COC(=O)c1ccc(CNC(=O)Cn2cnc3c(OCc4ccccc4)ncnc32)cc1
    10% | 3% | 3% | 3% | . | -22% | 0% | 4% | 0% | -6% | -0.1%
CCOC(=O)CN(C(=O)COc1ccc2c(C)cc(=O)oc2c1)c1ccc(OCC)cc1
    0% | -3% | 1% | 2% | 1 | 9% | 1% | 1% | 3% | 13% | 0.0%
Cc1ccccc1-n1nnnc1SCCCC(=O)c1ccc(F)cc1
    0% | 1% | 0% | 2% | ? | 21% | 0% | 9% | 1% | -13% | 0.3%
Cc1csc(NC(=O)c2cccnc2)n1
    9% | -2% | -23% | 2% | 0 | 22% | -4% | -1% | -2% | 37% | -0.2%
CC1(C(=O)N2CCC(CC3CC(c4cccc(Br)c4)=NO3)(C(=O)NCC3CCCCC3)CC2)CC1 (centres undefined)
    -9% | -6% | -21% | -1% | 0 | -8% | . | . | -2% | -35% | -1.2%
C[C@@H]1COC(=O)[C@@H](Cc2ccc(F)cc2)C/C=C\C[C@H](CC(=O)N(CCO)Cc2ccccc2)C(=O)N1
    -4% | 0% | ? | 9% | . | -19% | 1% | 1% | 4% | -13% | -0.4%
COc1ccc(Br)cc1/C=N/n1c(-c2ccccc2)n[nH]c1=S
    13% | 0% | 7% | 1% | -6 | -19% | -6% | . | -1% | -17% | 0.7%
Cn1c(N)c(C(=O)c2cc(-c3ccccc3)nc3ccccc23)c(=O)n(C)c1=O
    ? | 0% | 6% | -10% | 9 | -11% | -4% | 8% | 1% | 57% | 0.1%
Cc1cc(C)cc(NC(=O)C(c2ccccc2)N2CCCC2)c1 (centres undefined)
    -3% | 3% | 2% | 4% | 13 | -6% | 0% | -7% | 1% | -24% | -1.9%
Cc1ccc(S(=O)(=O)/C(C#N)=C/c2c(N3CCCCC3)nc3ccccn3c2=O)cc1
    0% | 1% | -9% | -14% | 2 | 17% | 0% | -3% | -1% | 4% | -0.4%
N#Cc1c(F)cccc1NCc1cccnc1
    8% | -1% | -2% | -6% | -4 | -26% | -4% | 1% | -12% | -6% | 0.0%
C/C(N)=C(/C#N)C(=O)COC(=O)Cc1coc2ccc3ccccc3c12
    -6% | 1% | 3% | 11% | 26 | 7% | -1% | -3% | 1% | 6% | 0.0%
CC(C)CNS(=O)(=O)c1ccc(CCC(=O)Nc2ccc3c(c2)OCO3)cc1
    2% | 0% | -1% | 4% | 2 | 18% | -7% | 7% | 1% | -5% | -0.5%
COc1ccccc1CNC(=O)CCCN1C(=O)COc2ccc(C)cc21
    -6% | -1% | . | 17% | -1 | -15% | -3% | -11% | -3% | 5% | -0.1%
Nc1ccccc1-c1nnc(-c2ccccc2N)n1N
    7% | 3% | -2% | 13% | 0 | ? | -1% | 4% | 0% | -38% | -0.1%
Cc1cc2nc(CO)[nH]c2cc1C
    5% | 6% | -6% | 2% | 0 | 19% | 1% | -2% | -8% | 1% | 0.4%
CC(C)C(CO)NC(=O)CC(=O)NC(CO)C(C)C (centres undefined)
    2% | 5% | 1% | -19% | -2 | 7% | -7% | -1% | -3% | 11% | 0.1%
COC(=O)CNC(=O)C1CCCN1C(=O)CNC(=O)OCc1ccccc1 (centres undefined)
    4% | -1% | -3% | -5% | -7 | ? | 1% | 11% | 2% | -10% | 0.2%
C=CCOn1c(-n2nc(C)cc2C)nc2ccccc2c1=O
    -1% | 6% | 2% | 6% | -4 | 12% | -1% | 5% | 6% | -15% | 0.3%
Cc1ccc(S(=O)(=O)N2CC(O)C[C@H]2C(=O)OCC(=O)Nc2ccc(N3CCOCC3)cc2)cc1C (some centres undefined)
    0% | 0% | -2% | 1% | 0 | 8% | 0% | 7% | -2% | 0% | 0.2%
Cc1cc(NC(=O)CSCC(=O)Nc2nc3c(C)cccc3s2)no1
    -1% | 4% | 13% | -15% | 0 | 22% | -1% | 1% | 3% | -21% | 0.2%
CC(=O)c1sc(NC(=O)c2cccc(C)c2)nc1C
    5.2µM* | -2% | -6% | 12% | 10 | ? | -8% | -1% | 2% | ? | 0.1%
CCOC(CNC(=O)c1cccn2c(=O)c3c(C)c(C)sc3nc12)OCC
    -7% | -15% | 2% | 1% | ? | 3% | -7% | -4% | 2% | -1% | -0.1%
COc1ccccc1N1CCN(c2nccc(C)n2)CC1
    1% | 3% | 5% | -7% | 17 | -9% | -1% | . | -1% | 3% | -0.1%
Cc1cccc(NC(=O)c2cccc(OC(=S)N3CCOCC3)c2)c1C
    12% | . | 0% | -6% | -2 | -15% | -1% | 5% | 1% | 51% | 0.1%
Cc1ccc(S(=O)(=O)Nc2cccc(-c3ccc4nnc(C)n4n3)c2)s1
    21µM* | -9% | -4% | ? | 1 | 0% | -5% | 2% | 1% | -52% | -0.2%
COc1ccc(CC(NC(C)=O)C(=O)NC2CCN(c3nc(C)cc(C)c3C#N)CC2)c(OC)c1 (centres undefined)
    -6% | 11% | 0% | 5% | 3 | -4% | -5% | 0% | ? | -9% | -0.3%
CC(C)n1c(=S)[nH]c2ccccc2c1=O
    -3% | -1% | . | -5% | -3 | -24% | -9% | 0% | 0% | 1% | 10%
Cc1cccc(-n2nc3c(c2NC(=O)C2CC2)CS(=O)(=O)C3)c1C
    2% | -7% | -13% | 6% | -2 | ? | 1% | 12% | 3% | -9% | -0.9%
CN(CC(=O)Nc1ccc(C#N)cc1)Cc1ccc(Cl)cc1Cl
    -12% | 0% | 2% | -1% | 26 | -16% | -8% | -4% | -2% | -28% | -0.1%
CCCSC1=N/C(=C\c2ccc3c(c2)OCO3)C(=O)S1
    -1% | 0% | 2% | 0% | 3 | -19% | -9% | 2% | 6% | -19% | 0.0%
COc1ccc(C(=O)Nc2c(Cl)cc(Cl)cc2C(=O)NCCN2CCOCC2)cc1
    0% | 4% | -1% | -6% | 0 | 14% | 0% | -10% | -2% | -49% | -0.2%
Cc1ccc(Cn2c(=O)c3ccccc3n3c(SCC(=O)N4CCCCC4C)nnc23)cc1 (centres undefined)
    -6% | 67% | . | -7% | -1 | 14%[7.66 µM] | -7% | -1% | 1% | 2% | 0.2%
Cc1ccc(S(=O)(=O)N2CCOCC2)cc1NC(=O)COc1ccccc1Cc1ccccc1
    -5% | -9% | 0% | -13% | . | -38% | -1% | -4% | -8% | -54% | -0.6%
CCOc1ccccc1/C=C(/NC(=O)c1ccccc1)C(=O)N(CC)CC
    0% | 3% | -8% | -2% | ? | 12% | 0% | 21% | 1% | -25% | -0.1%
O=C(Nn1cnnc1)C1CCCN1S(=O)(=O)c1ccc(F)cc1 (centres undefined)
    2% | 2% | 1% | -1% | 1 | -1% | 1% | 1% | 0% | 0% | -1.1%
